High-throughput results from PubChem.
MsrA act – bovine methionine sulfoxide reductase A activation | purified bovine MsrA, absorbance read-out | activation, % at 10.6 µM | 0.3% of 360,000 active; in the data active means activation above about 7.5%;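 further: 0% = vehicle and 100% = reference activator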
E coli Lon inh – E. coli protease La inhibition | P0A9M0 | purified E. coli Lon protease, fluorescence polarization | inhibition, % at 7.94 µM | 0.42% of 360,000 active; in the data active means inhibition above about 13%, passing the limit was not always enough;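 further: 0% = enzyme with probe and DMSO and 100% = no enzyme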
FAS-TE inh – blocks the thioesterase domain of human fatty acid synthase; P49327; recombinant FAS-TE, OMFH fluorogenic substrate, fluorescence endpoint; inhibition, % at 15 µM; 0.67% of 360,000 active;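 active means compounds whose normalised, plate-corrected inhibition of enzyme fluorescence in the single-dose primary screen is 50% or more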;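 further: 0% = DMSO with enzyme and 100% = substrate without enzyme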
MsrA inhibitor – inhibitors of bovine MsrA; inhibition, % at 15.5 µM; AID 651718; purified bovine MsrA, absorbance read-out; 0.75% of 360,000 active; in the data active means inhibition above about 4.5%;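 further: 0% = vehicle wells with enzyme and 100% = reference inhibitor wells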
MT1-MMP act inh – inhibitors of human MT1-MMP activation | P50281 | HT1080 RFP-PRO-GFP cells, GFP/RFP ratio fluorescence, overnight; percent of plate control window, DMSO zero | GFP/RFP ratio change, % at 20 µM | 0.061% of 360,000 active;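 active means GFP/RFP ratio change of at least 30% with cell ATP level not reduced by more than half and red fluorescence within 50% of control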; further: strong numbers were not always called active
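system = RFP-PRO-GFP reporter HT1080 cells | dosing = 20 µM single dose, 1% DMSO | timing = overnight cell settling, then overnight compound exposure, 37 °C, 5% CO2 | read-out basis = GFP/RFP fluorescence ratio | controls = DMSO and RFP-L50D-GFP cell wells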
Neddyl block – cullin neddylation inhibition. P61081+Q13564. TR-FRET cullin neddylation, biochemical. calls only at 25 µM. 0.58% of 360,000 active; in the data active means inhibition above about 36%
SKN-1 inh – C. elegans SKN-1 inhibition. 0.49% of 360,000 active. C. elegans VP596 Pgst-4::GFP/RFP ratio, acrylamide-induced, 24 h. inhibition, % at 21.8 µM. AID 624304;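 active means interference check ratio from 0.5 to 1.5 plus GFP to RFP signal ratio inhibition reaching or exceeding a fixed threshold, cut at about 30% in these data, passing the limit was not always enough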; further: some compounds called inactive have numbers as strong as hits
Rin1-Abl PPI inh – human Rin1-Abl interaction inhibition. AID 588664. 0.4% of 360,000 active. inhibition, % at 7.35 µM. TR-FRET Rin1/Abl binding, biochemical; in the data active means inhibition above about 5%, passing the limit was not always enough
NRP1-CendR mod – NRP-1/CendR interaction modulation; O14786; FAM-RPARPAR peptide binding to NRP-1, fluorescence polarization; inhibition, % at 25 µM; 0.85% of 360,000 active;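 active means inhibition or corrected inhibition above about 18%, plus a signal ratio from 0.5 to 1.5, limit read from the data, passing the limit was not always enough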; further: strong numbers were not always called active
The depositor's hits bear a star; i = inactive; x = not tested or not shown. An unsorted share of the library; overall some 4.2% were active at least once.

SMILES	MsrA act	E coli Lon inh	FAS-TE inh	MsrA inhibitor	MT1-MMP act inh	Neddyl block	SKN-1 inh	Rin1-Abl PPI inh	NRP1-CendR mod
O=C(Nc1cccnc1)c1cc2cc(Br)ccc2oc1=O	-2	4	-3	-0.8	-2	i	2	-5	-13
CC(C)C[C@@H]1NC(=O)[C@H](C(C)C)NC(=O)c2cc([N+](=O)[O-])cc(I)c2OCC[C@@H](C(N)=O)NC1=O	-8	7	-20	x	0	i	1	7	-4
COCc1cc(=O)[nH]c(SCC(=O)N2CCOCC2)n1	5	-8	-3	-0.9	0	i	6	1	-6
COc1cc(/C=C/c2ccc3c(Br)cc(Br)c(O)c3n2)ccc1O	-3	-64	12	2.3	-31	i	22	0	-31
O=C(NCCCN1CCN(c2ccccc2F)CC1)C1CCC(=O)N1C1CCCC1 (centres undefined)	0	1	2	x	-2	i	-14	0	-4
CC(=O)Nc1ccc(S(=O)(=O)N2CCN(CC(=O)N3CCOCC3)CC2)cc1	2	18	-1	-1.4	-2	i	17	1	6
CC(=O)Nc1ccc(-c2csc(NC(=O)CCNC(=O)c3ccco3)n2)cc1	-2	7	-8	1.7	-1	i	9	3	9
CCOC(=O)c1c(NC(=O)CSc2ncccn2)sc(C(=O)NC)c1C	-3	-6	-1	-0.7	2	i	-15	-1	-1
COc1ccccc1CNC(=O)CN1C(=O)C(C)N(c2ccc(C)cc2)C1=O (centres undefined)	-2	-4	-4	-0.9	3	i	6	1	-2
CCOc1cc(C(=O)NC(C)c2ccncc2)cc(OCC)c1OCC (centres undefined)	-1	-7	-9	-1.8	1	i	1	5	-3
CC1CCCC(C)N1S(=O)(=O)c1ccc(S(=O)(=O)N2CCOCC2)cc1 (centres undefined)	-2	3	1	0.8	1	i	-4	0	-9
COc1ccc(N2CCN(S(=O)(=O)c3c(C)nc4scc(C)n4c3=O)CC2)cc1	-13	-4	8	4.3	2	i	-3	1	0
Cc1ccc(N2C(=O)CC(n3ccnc3)C2=O)cc1C (centres undefined)	-2	-8	-3	-0.6	3	i	-26	-1	-5
Cc1snc2sc(C(=O)c3ccc(Br)cc3)c(N)c12	-4	-11	2	0.8	-16	i	-11	1	-4
COC(=O)CNC(=O)C1CCCN1C(=O)OC(C)(C)C (centres undefined)	0	-7	-7	0.8	-3	i	-16	-7	13
CCOC(=O)C1=c2s/c(=C\c3ccncc3)c(=O)n2C(N)=C(C(=O)OC)C1c1ccncc1 (centres undefined)	1	-11	-4	0.6	-3	i	0	2	9
Cc1c(NC(=O)Nc2cccc([N+](=O)[O-])c2)c(=O)n(-c2ccccc2)n1C	-4	5	13	0.1	-3	i	-10	-3	10
CCC(=O)c1ccc(OCC(O)Cn2nnc3ccccc32)cc1 (centres undefined)	-9	5	4	-0.6	0	i	-18	-5	8
COc1ccc(C)cc1S(=O)(=O)N(CC(=O)Nc1ccc2c(c1)OCCO2)Cc1ccccc1	-1	1	20	x	-4	i	7	0	1
Cc1ccc(-n2cc(CN3CCN(Cc4nccn4C)CC3)c(-c3cccc(C)c3)n2)cc1	-1	15	1	1.7	-8	i	-1	3	-14
O=C(c1ccc(C(F)(F)F)cc1)C1CCCN(C(=O)CCc2cnccn2)C1 (centres undefined)	-10	2	-1	1.3	0	i	-3	0	2
O=C(CNc1ccc2ccccc2c1)N/N=C/c1ccc([N+](=O)[O-])o1	8.3*	-2	4	2.2	-16	i	-3	-3	-4
C=CCOc1cccc(C2C(C(=O)c3ccc(C)o3)=C(O)C(=O)N2CCCn2ccnc2)c1 (centres undefined)	-10	3	-5	2.3	1	i	-10	-6	8
O=C(NCC1CCCO1)C1c2ccccc2C(=O)N1C1CCCCCC1 (centres undefined)	0	10	-7	x	-4	i	5	-5	8
CCN1C(=O)[C@H]2[C@@H](c3ccc(OC)cc3)N3C(=O)CN(CCOC)C(=O)[C@@]3(C)[C@H]2C1=O	-1	-4	-9	2.5	3	i	13	0	9
CC(C)N(C(=O)CC1ON(C)C(=O)N1c1ccc(Cl)cc1)C(C)C (centres undefined)	-6	-2	-5	1.7	1	i	-9	3	-4
CCc1cc2c(SCC(=O)NC3CCS(=O)(=O)C3)ncnc2s1 (centres undefined)	-8	0	-4	-1.2	7	i	5	-39	-1
CCOC(=O)N1CCC(NC(=O)c2cc(C)c3c(C)nn(-c4ccccc4)c3n2)CC1	0	-1	-7	-0.6	-1	i	13	3	-2
CC1CCN(C(=O)CCNS(=O)(=O)c2ccc(Br)cc2)CC1	2	-7	0	-0.7	0	i	0	2	4
CCCCN1C(=O)NC2NC(=O)NC21 (centres undefined)	-6	-5	-13	0.1	4	i	-30	97*	6
Cc1ccccc1C(=O)N1CCc2cc(-c3csc(NC(=O)CN4CCCC4)n3)ccc21	-7	2	8	0.5	1	i	-7	0	4
COc1ccc(C(=O)NCc2nnc(SCC(=O)NCCc3ccccc3)o2)cc1	-3	1	-6	-1.0	8	i	5	-6	1
CCCc1nnc(NC(=O)CS(=O)(=O)c2ccc(C)cc2)s1	-1	-10	-3	-0.4	2	i	-1	2	2
CCc1ncc(CN2CCCC(C(=O)Nc3cccc(-c4ccc(F)cc4)c3)C2)cn1 (centres undefined)	-7	-7	2	-0.5	2	i	0	3	-1
CC(C)NC(=O)C(c1ccc(F)cc1)N(C(=O)CCC(=O)Nc1ccccn1)C1CCCCC1 (centres undefined)	-11	8	2	-0.7	-2	i	4	2	14
COc1ccc(-c2c3c(=O)n(C)c(=O)n(C)c3cn2-c2cccc(OC)c2)cc1	-1	-4	7	0.7	0	i	-2	0	-11
CCC1(c2ccccc2)NC(=O)N(CC(=O)Nc2cc(S(=O)(=O)N3CCOCC3)ccc2OC(C)C)C1=O (centres undefined)	-2	-10	2	-0.1	1	i	6	1	-5
O=C(Nc1ccc([N+](=O)[O-])cc1Br)c1cccnc1	-4	-1	-2	0.2	0	i	6	-1	-19
COc1cccc(CN(C)CC(=O)Nc2ccccc2C(=O)Nc2ccccc2)c1	-1	-4	15	-0.7	-6	i	-2	1	1
COc1ccc(CCNC(=O)c2sc3cc(C)ccc3c2Cl)cc1	-1	-10	-4	-0.2	3	i	12	-6	0
CC(C)N(Cc1ccccc1)C(=O)CN1C(=O)NC2(CCCC2)C1=O	-2	-2	-7	0.0	2	i	-17	2	20
Cc1cc(NC(=O)CSc2nnc(CNC(=O)c3ccccc3)o2)no1	-1	-4	-2	0.1	-3	i	9	-3	0
O=C(c1ccc2c(c1)OCO2)N(Cc1ccco1)C1(C(=O)NC2CCCCC2)CCCCC1	-4	-7	25	-0.2	-2	i	-1	0	4
COc1ccc(NC2(c3ccc(Cl)cc3)C(=O)c3ccccc3C2=O)cc1	3	4	19	-0.2	3	i	6	2	-1
O=C(NCCOc1ccccc1)c1ccccc1Cl	-2	2	-2	-0.7	0	i	4	0	3
CC1CCN(CC(=O)Nc2nccs2)CC1	-1	0	-6	1.1	-3	i	3	-2	-7
CCC(C)[C@H](NC(=O)C1CC(=O)N(c2ccc(OC)cc2)C1)C(=O)NC1CCCC1 (some centres undefined)	-2	2	-5	0.1	0	i	-2	-1	2
Cc1ccc(NC(=O)/C(CN(C)C)=N\O)cc1	-11	8	-18	-0.4	1	i	-7	5	0
CCOC1=C2CN(S(=O)(=O)c3ccc(C)cc3)C(c3cccc(Cl)c3)CC2N(S(=O)(=O)c2ccc(C)cc2)C(c2ccncc2)C1 (centres undefined)	x	x	x	-0.4	3	i	13	x	19
Cc1cc(O)c(NC(=O)c2ccc(C)c([N+](=O)[O-])c2)cc1C	-10	-1	-10	1.2	7	i	3	3	12
CCCCNC(=O)COC(=O)c1ccc(N(C)C)cc1	-1	-15	-2	3.0	-1	i	-1	-1	8
CC(=O)Nc1ccc(S(=O)(=O)Nc2ccc3nc(C)sc3c2)cc1	-1	-3	-5	1.2	-4	i	-9	0	14
O=C(Cc1c[nH]c2ccccc12)NCc1ccncc1	-2	-7	-2	-0.8	-8	i	3	4	4
O=C(O)CN1C(=O)CCS(=O)c2ccccc21 (centres undefined)	-5	2	-6	1.6	-2	i	4	1	3
O=C(O)c1ccccc1NS(=O)(=O)c1cccc(NS(=O)(=O)c2cc(Br)ccc2Br)c1	-2	7	-2	-0.7	-1	i	21	2	-83
O=C(CCc1nnc(Cc2ccc3c(c2)OCO3)o1)NCCc1ccccc1Cl	-7	0	-5	-0.1	-3	i	-14	-1	14
Cc1ccc(C(=O)Nc2ccc(Nc3ccccc3)cc2)c(Cl)c1	-4	4	0	0.4	3	i	-3	0	-3
O=C(CSc1nc2cc(Cl)ccc2s1)c1cc2ccccc2o1	9.9*	-68	21	2.1	-57	i	6	4	-4
CCc1nc2ccccc2n1Cc1ccc(F)cc1	0	-15	-2	-1.0	0	i	7	-3	-5
CCCC(=O)NCCCc1nc2ccccc2n1CCC	-8	3	-7	-0.3	2	i	-4	-2	4

Remaining list, next part.
SMILES	MsrA act	E coli Lon inh	FAS-TE inh	MsrA inhibitor	MT1-MMP act inh	Neddyl block	SKN-1 inh	Rin1-Abl PPI inh	NRP1-CendR mod
CCc1nnc(NS(=O)(=O)c2ccc(NC(=S)NC(=O)/C=C/c3ccc(OC)cc3)cc2)s1	-7	-4	12	-0.2	-7	i	5	-2	-63
Cc1ccc(-n2[nH]c(=O)c(-c3ccccn3)c2C)cc1	2	-7	-4	2.6	4	i	-16	0	6
O=C(NCCCN1CCC(Cc2ccccc2)CC1)C1CC(=O)N(C2CCCCCC2)C1 (centres undefined)	1	-3	-4	0.3	-1	i	6	2	6
Cc1ccccc1C(=O)N1CCC(C(=O)Nc2nc3ccc(F)cc3s2)CC1	-2	-7	7	-1.0	-6	i	7	0	0
COc1cccc(/C=N\n2c(C)nnc2C)c1OC	3	-5	-6	1.4	5	x	2	2	6
COc1ccc(OCCOC(=O)c2cccs2)cc1	-1	-2	7	0.7	-1	i	-23	-2	5
CC(C)(C)NC(=O)c1cccc2c1C(=O)c1ccccc1-2	-3	2	0	2.7	-3	i	8	-3	7
COC(=O)c1c(NC(=O)CSc2ncn[nH]2)sc(C)c1C	0	-16	-38	1.5	-3	i	6	0	-7
COc1ccc(C(CC(=O)O)NC(=O)Cc2ccccc2)cc1 (centres undefined)	-4	-2	-1	-0.5	-2	i	-3	-2	8
CCc1ccc(-n2c(O)c(C=NCCN(CC)CC)c(=O)[nH]c2=O)cc1	-2	-82	-8	0.1	-73	i	-14	0	-72
COc1ccc(-c2nc3c(=O)n(C)c(=O)[nH]c3n2CCc2ccccc2)cc1	-13	-4	-7	x	-1	x	10	1	-3
Cc1ccccc1NC(=S)NCc1ccco1	-3	3	-4	-1.5	1	i	6	1	-1
